# Screening results (PubChem)
# Vif-APOBEC3F blk: qHTS for Inhibitors of Vif-A3F Interactions: qHTS. HeLa A3F-eYFP + Vif (tagged APOBEC3F with the HIV-1 protein that degrades it), YFP fluorescence increase. Potency, µM (highest dose often 46.1 µM), for the others: top-dose activity, negative = active. hit rate 0.2% among 390,000. AID 602313, 2012; note: potency is the fitted concentration of half-maximal effect; % of control where 0% means no effect; nearly all actives have a fitted effect of over 65% in size
#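 HeLa cells stably expressing A3F-eYFP plus Vif, plated and incubated overnight at 37 deg C, then exposed to compounds overnight at 37 deg C. Blocked degradation read as raised yellow fluorescence (Ex 488/Em 500-530).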
# ERG-DNA inh: qHTS for Small Molecule Inhibitors of the ERG Ets/DNA interaction; Transcriptional regulator ERG (Homo sapiens), P11308; fluorescence polarization, His-ERG Ets domain / labelled DNA; Potency, µM (doses to about 76.9 µM), without a hit: at the highest dose FP activity, negative = inhibition, actives largely listed as inhibitors; hit rate 0.028% among 370,000; AID 624246, 2012; active = well fitted inhibition curve with a large enough effect in the polarisation, with a control signal flat; inconclusive = small, poorly fitted or top-dose-only effect, or effect the other way, or a change in a side signal; inactive = no such curve, though single readings can be large or run the other way; the % refers to the polarisation;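 note: polarization taken with two DNA probes labelled with fluorescein and Texas red; potency is the fitted concentration of half-maximal effect; % of control where 0% means no effect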
#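 His-tagged ERG Ets domain (1 uM in the protein solution; 300mM KCl, 50mM Tris-HCl, 1mM EDTA, 1mM DTT, pH 7.5) received compound, then a probe mix of 5 nM fluorescein-DNA and 100nM Texas-615-DNA. Fluorescence polarization was read for both dyes.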
# LDHA block: qHTS assay for inhibitors of human lactate dehydrogenase; L-lactate dehydrogenase A chain (Homo sapiens), P00338; purified LDHA, NADH/diaphorase-resazurin fluorescence; active compounds read low; activity change, % (values are at about 110 or 230 µM); hit rate 0.15% among 480,000; AID 1347041, 2019; in the data active = activity change below about -30%; inconclusive = mostly about -25% to -30%;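 note: plate controls were DMSO wells for no effect and wells without enzyme for full effect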
#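 Human LDH5 at 2 nM final in Tris HCl pH 7.4 with 0.06 mM NADH and 0.2 mM pyruvate, reacted 5 minutes at room temperature. Remaining NADH coupled via diaphorase/resazurin; resorufin fluorescence read at 0 and 20 minutes, normalized to enzyme-free and DMSO wells.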
# Glioma ERSR ind: qHTS for Inducers of the Endoplasmic Reticulum Stress Response (ERSR) in Human Glioma: qHTS | U87-MG GRP78 promoter luciferase reporter, 16 h | Potency, µM, for inactives: at the top dose activation, hits mostly activators | hit rate 0.02% among 420,000 | AID 602332, 2012; note: potency is the fitted concentration of half-maximal effect; series mostly up to about 76 µM; % of control where 0% means no effect; nearly all actives have a fitted effect of over 35% in size
#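 ERSR induction read as luciferase luminescence (Bright-Glo, 10 min at room temperature) in stably transfected human U87-MG glioma cells exposed to compounds for 16 h, using GRP78 as sensor.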
# ALOX12 inh: Primary qHTS assay for inhibitors of human arachidonate 12S-lipoxygenase (ALOX12): Round 2 | Polyunsaturated fatty acid lipoxygenase ALOX12 (Homo sapiens), P18054 | purified 12hLO, xylenol orange hydroperoxide absorbance | Potency, µM (series often up to 108 µM), for inactives: top-dose activity change, negative = inhibition, most hits filed as inhibitors | hit rate 1.1% among 580,000; note: potency is the fitted concentration of half-maximal effect; % is set by controls: 0 for no effect and ±100 for the full control effect
# Target sequence (P18054 whole entry, looked up): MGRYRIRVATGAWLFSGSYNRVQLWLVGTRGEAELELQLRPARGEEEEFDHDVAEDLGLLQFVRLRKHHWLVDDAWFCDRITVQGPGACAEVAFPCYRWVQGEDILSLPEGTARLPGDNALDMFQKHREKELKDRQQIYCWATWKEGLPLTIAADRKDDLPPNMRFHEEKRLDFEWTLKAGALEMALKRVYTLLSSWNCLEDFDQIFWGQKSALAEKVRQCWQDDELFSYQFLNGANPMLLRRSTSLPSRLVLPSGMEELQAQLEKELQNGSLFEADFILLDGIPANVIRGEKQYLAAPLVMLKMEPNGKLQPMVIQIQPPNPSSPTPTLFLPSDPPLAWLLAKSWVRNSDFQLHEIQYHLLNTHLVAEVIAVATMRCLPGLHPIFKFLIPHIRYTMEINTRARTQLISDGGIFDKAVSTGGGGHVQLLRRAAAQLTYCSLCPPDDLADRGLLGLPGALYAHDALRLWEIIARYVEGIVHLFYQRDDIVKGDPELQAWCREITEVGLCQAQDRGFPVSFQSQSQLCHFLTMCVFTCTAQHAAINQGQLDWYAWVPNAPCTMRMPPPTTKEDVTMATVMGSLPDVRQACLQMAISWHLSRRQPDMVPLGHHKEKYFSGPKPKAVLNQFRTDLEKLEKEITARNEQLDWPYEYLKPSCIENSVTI
#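 Purified human 12hLO (150 nM final) in 25 mM Hepes, 0.01% Triton X-100, pH 7.0 was preincubated 15 min at room temperature with compound. Then 40 uM arachidonic acid was added, 30 min. Hydroperoxide was read by Fe-XO absorbance ratio 573/405 nm.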
# Vif-APOBEC3G blk: qHTS for Inhibitors of Vif-A3G Interactions: qHTS. DNA dC->dU-editing enzyme APOBEC-3G (Homo sapiens), Q9HC16. HeLa A3G-eYFP + Vif (tagged APOBEC3G with the HIV-1 protein that degrades it), YFP fluorescence, overnight. Potency, µM (top dose mostly 46.1 µM), for inactives: at the top dose activity, negative = active, actives largely listed as inhibitors. hit rate 0.076% among 410,000. AID 602310, 2012;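 note: potency is the fitted concentration of half-maximal effect; % is set by controls: 0 for no effect and ±100 for the full control effect; nearly all actives have a fitted effect of over 60% in size; hits raise eYFP signal because A3G escapes Vif-driven loss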
# Target sequence (Q9HC16 whole entry, looked up): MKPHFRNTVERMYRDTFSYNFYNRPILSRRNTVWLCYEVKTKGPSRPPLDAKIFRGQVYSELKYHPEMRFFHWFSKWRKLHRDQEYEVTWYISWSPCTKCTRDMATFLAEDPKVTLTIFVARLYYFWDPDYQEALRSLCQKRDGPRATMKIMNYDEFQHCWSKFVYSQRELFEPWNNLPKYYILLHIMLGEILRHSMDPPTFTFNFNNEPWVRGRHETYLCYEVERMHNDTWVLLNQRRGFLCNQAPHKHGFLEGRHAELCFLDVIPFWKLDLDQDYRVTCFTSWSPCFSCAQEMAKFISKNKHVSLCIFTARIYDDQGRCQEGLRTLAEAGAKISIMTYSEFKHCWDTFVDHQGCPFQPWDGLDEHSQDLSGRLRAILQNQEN
#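 HeLa cells stably expressing Vif and C-terminally eYFP-tagged A3G, seeded overnight at 37 deg C, then exposed to compound by pintool overnight at 37 deg C. Rise in yellow fluorescence (Ex 488/Em 500-530, Acumen) marks blocked Vif-driven A3G degradation.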
# D2 antagonist: HTS Assay for Allosteric Antagonists of the Human D2 Dopamine Receptor: Primary Screen for Antagonists; D(2) dopamine receptor (Homo sapiens), P14416; hit rate 2% among 340,000; inhibition, % at 10 µM; HEK293 TREx D2 cells, calcium flux, dopamine EC80; in the data active = inhibition above about 30%; note: 0% is about no effect
#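 Cells plated overnight at 30 C with tetracycline; no-wash calcium dye, 30–90 min RT; 10 s baseline; compound pinned; 180 s read; EC80 dopamine added; another 180 s read.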
# D2 ag: HTS Assay for Allosteric Agonists of the Human D2 Dopamine Receptor: Primary Screen for Agonists; hit rate 0.53% among 340,000; activation, % at 2 µM; HEK293 T-REx D2 cells, calcium flux agonist mode; AID 485358, 2010; D(2) dopamine receptor (Homo sapiens), P14416;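 active = activation over 3 SD above normal in the single-dose calcium agonist read, cut at about 30% in these data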; note: 0% is about no effect
#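 Calcium-flux readout, 1 cycle/sec over 180 s following compound pin transfer, in inducible HEK293 Trex D2 cells (force-coupled); dopamine controls included. Positive calcium responses during this window marked compounds as potential agonists.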
# RGS4 inhibitor: Inhibitors of Regulator of G Protein Signaling (RGS) 4: qHTS. hit rate 0.039% among 390,000. AID 504845, 2011. Transcreener GDP fluorescence polarization, RGS4-accelerated GTP hydrolysis. Potency, µM (titrated, usually from 114 µM), without a hit: at the top dose activity change, negative = inhibition, usual class: inhibitors; note: potency is the fitted concentration of half-maximal effect; % is set by controls: 0 for no effect and ±100 for the full control effect; nearly all actives have a fitted effect of over 75% in size; some results filed as inactive show a strong effect at the top dose
#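 MLSMR compounds (23 nl, pin-transferred) preincubated 10 min at room temperature with a 500nM (2x) first reagent, then RGS4 at 900nM (2x) plus Transcreener GDP mix added; fluorescence polarization (620/688 nm) read before and after 90 min at 30 °C.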
# Active calls of the source: *; u = inconclusive; x = not tested or not shown; & = joins results of further samples; [ ] = dose if it differs, or a comment. Unless noted, calls come from the whole dose curve; as a rule, active = well fitted curve in the direction sought with a large enough effect; inconclusive = small, poorly fitted or top-dose-only effect, or another doubt; inactive = no such curve, though single readings can be large; an effect the other way counts as inactive or inconclusive. Not all compounds are listed; count on the stated rates, not on these rows.
SMILES,Vif-APOBEC3F blk,ERG-DNA inh,LDHA block,Glioma ERSR ind,ALOX12 inh,Vif-APOBEC3G blk,D2 antagonist,D2 ag,RGS4 inhibitor
CCc1ccc(N2CC(C(=O)NCc3ccc4c(c3)OCO4)CC2=O)cc1 (stereo not given),0%,4%,-10,-2%,0%,-2%,-5,-0.6,7%
Cc1ccc(Nc2c(-c3ccco3)nc3nc(C)cc(C)n23)cc1,1%,0%,4&6,1%,u,5%,14,0.1,-44%&-24%
CC1=NN(c2cccc(C(=O)O)c2)C(=O)/C1=C\C=C/c1ccccc1,-5%,-7%,-2,-9%,u,-15%,2,3.1,-101%
N#C/C(=C\c1ccc(Sc2nc3ccccc3[nH]2)o1)c1ccccc1,-1%,-5%,-2,0%,u,-7%,-4,-1.0,u
N/C(=N\OS(=O)(=O)c1ccc(Br)cc1)c1ccncc1,-12%,0%,-1,-6%,u,1%,-3,-0.3,-2%
Cc1nn2c(CN(C(=O)CN3CCOCC3)c3ccccc3)nnc2c2ccccc12,9%,9%,-3,-4%,0%,0%,0,0.5,8%
COC(=O)c1[nH]c2c(c1C)C(=O)CC(c1ccccc1)C2 (stereo not given),-3%,x,-6,-4%,15%,u,-10,0.1,4%
CN(CC1CCCO1)S(=O)(=O)c1ccc(C(=O)Nc2ccccc2F)cc1 (stereo not given),0%,5%,-8,0%,10%,1%,x,x,-3%
CC(C)C[C@H](NC(=O)C1CCN(S(=O)(=O)c2ccccc2)CC1)C(=O)NCc1ccccn1,1%,-7%,-6,-5%,9%,2%,-19,0.1,-21%[11.4 µM]
CCOc1cc(/C=C2\SC(=S)N(NS(=O)(=O)c3ccc(C)cc3)C2=O)ccc1O,u,4%,3,-1%,u,-6%,x,x,12%
C(=N\N1CCOCC1)/c1nc(-c2ccccc2)n2ccccc12,0%,9%,14,3%,-27%,1%,43*,1.0,-54%
O=C(O)Cn1c(=O)c2cccn2c2ccccc21,9%,-4%,-9,-1%,0%,2%,6,-1.2,10%
Cc1ccc(-c2cc(C(=O)NCc3ccccn3)c3ccccc3n2)cc1,-2%,-1%,1&3,u,-19%&42%,0%,3,-0.6,-22%
COc1cccc(NCc2cc(=O)oc3cc(C)c(O)cc23)c1,4%,8%,4,6%,u,-21%,-18,0.6,-12%[56.9 µM]
CCOc1ccc(CCNC(=O)COC(=O)COc2ccc(C#N)cc2)cc1OCC,-14%,u,0,-3%,24%,1%,16,-0.8,-27%
COc1cccc(CNc2nc3cc(-c4cccc(Cl)c4)sc3c(=O)n2C)c1OC,x,x,1,-2%,8%,-10%,x,x,x
Cc1nc2nc[nH]n2c(=O)c1NC(=O)CCc1ccccc1,-2%,-7%,1,-3%,-22%,3%,-8,-0.3,3%
COc1ccc(Cn2c(C(=O)O)c(CNCc3ccccc3F)c3ccc(OC)cc32)cc1,x,4%,-5,x,-8%,x,x,x,-5%
Cc1cc(NS(=O)(=O)c2ccccc2)n(-c2ccccc2)n1,-17%,7%,13,-2%,-4%,-1%,-20,-0.1,-13%
O=S(=O)(Nc1cccnc1)c1cccnc1,-25%,9%,-7,-1%,-2%,3%,x,x,24%
CCc1nn(CC(=O)N2CCC(C)CC2)c(=O)c2cccn12,-8%,1%,-10,-4%,-4%,-1%,-4,0.4,-8%
O=C(c1cc2ccccc2oc1=O)N1CCN(c2ccc(Cl)cc2)CC1,1%,1%,2&-4,2%,u,1%,x,0.7,-8%
Cc1nn(S(=O)(=O)N(C)C)c(C)c1CN1C(=O)c2ccccc2C1=O,-1%,x,-12,-4%,19%,0%,-2,0.4,6%
CCC(CC)NC(=O)C1CC(=O)N(CCc2ccc(F)cc2)C1 (stereo not given),-2%,-16%,4,-2%,0%,4%,5,0.4,12%
O=S(=O)(Nc1cccc(-n2cnnn2)c1)c1cnc(Cl)c(Cl)c1,-3%,-3%,-4,-4%,4%,-9%,35*,0.2,-12%
SMILES,Vif-APOBEC3F blk,ERG-DNA inh,LDHA block,Glioma ERSR ind,ALOX12 inh,Vif-APOBEC3G blk,D2 antagonist,D2 ag,RGS4 inhibitor
CCn1cc(C(=O)NCc2ccc3c(c2)OCO3)c(=O)c2cc(S(=O)(=O)N(C)C)ccc21,-7%,4%,-3,1%,0%,0%,-2,1.8,11%
O=C(Nc1nc(-c2ccccc2)nc2ccccc12)c1ccc(F)cc1,-2%,2%,-9,2%,-4%,-5%,-3,0.3,10%
CCOc1ccc(Nc2nc(Cc3nnc(SCC(=O)O)o3)cs2)cc1,-9%,x,-2,-2%,-17%,-2%,19,-2.2,-8%
CCOC(=O)C1=C(N)Oc2cc(C)n(C)c(=O)c2C1c1ccncc1 (stereo not given),-1%,6%,-3,-4%,-8%,1%,-16,0.6,8%[11.4 µM]
C=CCC[C@H](Cc1ccc(F)cc1)C(=O)OC[C@@H](Cc1c[nH]c2ccccc12)NC(=O)[C@@H](CC=C)CC(=O)NCCO,-3%,5%,0,-4%,u,-15%,x,x,17%
CSCC[C@H](N)C(=O)NCC1CCC(C(=O)Nc2ccc3c(c2)OCO3)CC1 (stereo not given in full),-2%,-1%,-12,-1%,1%,1%,-25,0.0,14%
CCOC(=O)c1ccc(NC(=O)c2cnn(-c3ccc(C)cc3C)c2C2CCN(C(=O)OC(C)(C)C)CC2)cc1,3%,-4%,3,-1%,-17%,-2%,x,1.3,u
CC(C)(C)OC(=O)NCCCC[C@H](NC(=O)c1nc[nH]c1C(=O)N[C@@H](CCCCNC(=O)OC(C)(C)C)C(=O)OC(C)(C)C)C(=O)OC(C)(C)C,1%,-8%,0,-1%,10%,-3%,-3,-1.0,-1%
Cc1ccc(CO/N=C/c2c(O)cc(C)oc2=O)cc1,-7%,-9%,3,-3%,-13%,0%,-11,-1.1,5%
CCN(CC(=O)Nc1c(F)cccc1F)C(=O)CNC(=O)c1ccco1,6%,-9%,-4,-4%,3%,-2%,1,-0.6,-10%
CCc1ccc(C(C)NC(=S)NC2CCCCC2)cc1 (stereo not given),-6%,-5%,1,-6%,x,4%,48*,0.8,-23%
Cc1ccc(NC(=O)N2CCc3ccccc3C2)cc1C,-8%,14%,-1,0%,-25%,0%,3,-0.9,-23%
Cc1ccc(-c2nc(Cn3c(=O)cc(-c4ccccc4)c4c(C)nn(C)c43)c(C)o2)cc1,4%,-1%,-1,-1%,-11%,2%,x,-0.2,10%
CC(C)c1ccc(C(=O)Nc2nnc(S(=O)(=O)N3CCOCC3)s2)cc1,1%,-16%,-6,7%,0%,-1%,6,-0.9,2%
CCOc1ccc(C(=O)Nc2ccc3oc(-c4ccc(Br)cc4)nc3c2)cc1,1%,2%,8,-3%,0%,3%,x,-0.1,-3%
O=C(NCCCN1CCCC1=O)C(=O)NCC1OCCN1S(=O)(=O)c1ccc(Br)cc1 (stereo not given),4%,12%,-10,-4%,-2%,0%,-10,2.0,17%
Cc1ccc2c(CN(C)Cc3cccc(F)c3)cc(=O)oc2c1,-3%,3%,0,0%,-18%,0%,-7,0.9,10%
CCc1c(Nc2ccccc2C)nc(N)[nH]c1=O,-1%,-4%,-5,-3%,4%,0%,x,x,-7%
CCc1ccccc1NC(=O)Cn1nnc(C(=O)Nc2ccc(OC)c(OC)c2)c1N,-8%,-1%,-7,-1%,-19%,4%,x,0.0,-7%
CCOC(=O)C1(Cc2cccc(Cl)c2)CCCN(C(=O)c2cc(C(C)C)nn2C)C1 (stereo not given),-16%,8%,-3,1%,114%[activator],1%,-12,0.8,23%
Cc1ccc(C2=NN(CC(=O)NCc3ccccn3)C(=O)CC2)cc1,-2%,3%,-8,2%,-11%,0%,-1,-0.2,-4%
C[C@@H]1NS(=O)(=O)[C@H]2C[C@@H]3C=C[C@]2(O3)[C@H]1OC(=O)c1ccc(C(C)(C)C)cc1,-1%,-12%,-5,-4%,1%,0%,-10,-0.4,-6%
O=C(C[C@H]1C/C=C\CC[C@@H](Cc2ccc(F)cc2)C(=O)OC[C@H]2CCCN2C1=O)NCCO,-5%,13%,2,1%,4%,0%,x,x,-6%
COc1ccccc1N1CCN(/N=C/c2cc(Br)ccc2F)CC1,0%,-2%,-10,4%,-3%,4%,5,2.3,37%
COc1ccc2[nH]c3c(c2c1)CCN1C(=O)C(CC(=O)NCc2ccco2)C[C@H](C(=O)N2CCCCC2)[C@@]31C (stereo not given in full),2%,-4%,-7,0%,-1%,0%,x,x,-11%
